Screening results: PubChem BioAssay, several laboratories
KOR beta-arrestin-1: KOR agonists, beta-arrestin recruitment, primary screen, cell-based, luminescence, uHTS (AID 1777). KOR beta-arrestin recruitment, luminescence; higher % means a stronger effect. activation, % at 10 µM; hits with a dose series show EC50 in µM. 0.02% of 280,000 active; in the data active means activation above about 50%, passing the limit was not always enough; further: a part of the inactive calls stands beside numbers as strong as those of hits
GPR35 arrestin U2OS: inhibition of zaprinast-stimulated GPR35 beta-arrestin translocation – imaging, U2OS, beta-arrestin-GFP, zaprinast agonist, primary screen (AID 2058); U2OS GPR35 beta-arrestin-GFP translocation imaging, zaprinast antagonism; higher % means a stronger effect; 0.052% of 290,000 active; inhibition, % at 10 µM, or IC50 in µM where a hit was titrated;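 active means inhibition of at least 50% with at least 30 cells and total cytoplasm GFP at most 10,000,000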
K1F lysis inhibition: inhibition of K1F phage lysis, E. coli UTI89, bacterial capsule biogenesis inhibitors, alamar blue (AID 488966) | 0.02% of 340,000 active | E. coli UTI89 K1F phage lysis, alamar blue, 2 h; higher % means a stronger effect | one-dose inhibition, % at 100 µM; IC50 in µM for titrated hits;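 active means phage lysis inhibition, versus mean bacterial control, above a set limit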;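 further: capsule biogenesis inhibitors block K1F phage lysis so surviving cells raise fluorescence; higher fluorescence means more inhibition of phage lysis; actives were called in the ten point dose series up to 300 µM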
KOR beta-arrestin-2: KOR antagonists, beta-arrestin recruitment, cell-based, luminescence, uHTS (AID 1778); KOR beta-arrestin recruitment, luminescence, antagonist mode; higher % means a stronger effect; inhibition, % at 10 µM, or IC50 in µM where a hit was titrated; 0.091% of 290,000 active; in the data active means inhibition above about 50%; further: strong numbers were not always called active
NTR1 ag: agonists of NTR1, primary screen, imaging, U2OS cells, beta-arrestin-GFP, high content (AID 493036); P30989; NTR1-U2OS beta-arrestin-GFP spot imaging, agonist mode; 0.17% of 330,000 active; activation, % at 20 µM;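 active means activation at or above 40% of the spot to cytoplasm intensity ratio, with at least 20 cells analyzed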;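 further: 0% = DMSO without peptide and 100% = 100 nM NTR1 peptide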
Target sequence (P30989 whole entry, looked up): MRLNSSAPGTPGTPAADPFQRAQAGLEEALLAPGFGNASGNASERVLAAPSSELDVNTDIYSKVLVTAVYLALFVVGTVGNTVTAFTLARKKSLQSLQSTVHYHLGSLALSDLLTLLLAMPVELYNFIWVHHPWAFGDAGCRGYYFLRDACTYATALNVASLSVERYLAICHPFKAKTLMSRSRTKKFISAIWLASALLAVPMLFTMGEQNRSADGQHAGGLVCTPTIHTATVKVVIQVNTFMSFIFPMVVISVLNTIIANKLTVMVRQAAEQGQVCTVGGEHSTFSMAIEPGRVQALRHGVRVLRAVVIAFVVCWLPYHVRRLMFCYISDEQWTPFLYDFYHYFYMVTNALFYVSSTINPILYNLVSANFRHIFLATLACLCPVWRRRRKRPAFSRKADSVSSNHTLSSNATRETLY
GPR55 antagonists: inhibition of LPI-stimulated GPR55 beta-arrestin translocation – imaging, U2OS, beta-arrestin-GFP, LPI agonist, primary screen (AID 2013); inhibition, % at 10 µM, or IC50 in µM where a hit was titrated; U2OS GPR55 beta-arrestin-GFP translocation imaging, LPI antagonism; higher % means a stronger effect; 0.13% of 290,000 active;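 active means spots per cell inhibited over 60%, with over 100 cells counted and total cytoplasm intensity under 500,000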;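 further: U2OS cells stably carrying GPR55 and arrestin-GFP stimulated by 5 µM LPI near EC80; imaged beta-arrestin-GFP aggregate spots per cell after agonist stimulation; plate controls were LPI-stimulated DMSO wells for no effect and DMSO wells without LPI for full effect; some results filed as inactive read as strong as hits; confirmed hits need IC50 under 10 µM and bright autofluorescent wells are also inconclusive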
MgcRacGAP inhibition: MgcRacGAP GTPase-activating activity inhibitors, confirmation, biochemical, ADP Hunter fluorescence | AID 624330 | inhibition, % at 30 µM, or IC50 in µM where a hit was titrated | 0.6% of 340,000 active | MgcRacGAP-stimulated Rac1 GTP hydrolysis, ADP Hunter fluorescence; higher % means a stronger effect; GST-tagged Rac1 F28L mutant substrate;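 active means first-screen hits whose inhibition reached a set limit at any dose in the follow-up dose series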;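 further: fluorescence reports GDP produced by GAP-driven GTP hydrolysis; strong numbers were not always called active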
GPR55 beta-arrestin: GPR55 agonists via beta-arrestin recruitment, primary screen, imaging, U2OS cells, beta-arrestin-GFP redistribution (AID 1961). 0.048% of 290,000 active. U2OS GPR55 beta-arrestin-GFP redistribution imaging; higher % means a stronger effect. activation, % at 10 µM; hits with a dose series show EC50 in µM;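 active means activation above 40% with more than 50 cells counted in the well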;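 further: U2OS osteosarcoma cells stably expressing GPR55 and beta-arrestin-GFP; plate controls were DMSO negative control for no effect and LPI positive control for full effect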
NOD1 inhibition: inhibition of NOD1-driven NF-kB reporter – cell-based, luminescence, uHTS, primary screen (AID 1578) | 1% of 290,000 active | NOD1-driven NF-kB luciferase reporter cells, luminescence; higher % means a stronger effect | inhibition, % at 4 µM, or EC50 in µM where a hit was titrated; in the data active means inhibition mostly above about 36%, no sharp cut-off; inactive means mostly below about 34%;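 further: HEK-293T reporter cells stimulated with the NOD1 agonist gamma-tri-DAP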
NTR1 ag cell count 20 µM: further read-out of NTR1 ag, marked with its call; cell count; measured here: cell count, cytotoxicity flag
Starred values were filed as active, the others as inactive; x = no result given; [ ] = dose if it differs, or a comment. An excerpt (hit frequency here may not be typical).

SMILES | KOR beta-arrestin-1 | GPR35 arrestin U2OS | K1F lysis inhibition | KOR beta-arrestin-2 | NTR1 ag | NTR1 ag cell count 20 µM | GPR55 antagonists | MgcRacGAP inhibition | GPR55 beta-arrestin | NOD1 inhibition
CCOc1cc(C(=O)N/N=C/c2ccoc2)cc(OCC)c1OCC | 0.1% | -8% | 1.1%[50 µM] | 1% | -0.3 | 68 | 4% | 10% | -0.1% | -24%
Cc1ccc(-c2nc3ccc([N+](=O)[O-])cc3[nH]2)cc1 | -7.2% | -12% | -0.1% | 12% | 2.5 | 40 | -7% | 20% | -0.4% | -43%
COC(=O)C1C(c2ccccc2)C(C(=O)O)C1c1ccccc1 (stereo not drawn) | -3.3% | -19% | -0.5% | 4%[20 µM] | -1.0 | 40 | -20% | 4% | 0.5% | -24%
C/C(Cl)=C/Cn1c(SCc2ccc(Cl)cc2)nc2c1c(=O)[nH]c(=O)n2C | -1.3% | 2% | 0.7% | 13% | x | x | 11% | 6% | -0.2% | -13%
O=[N+]([O-])c1ccc(-n2cccc2/C=N/Nc2nc(N3CCCCC3)nc(N3CCCCC3)n2)cc1 | x | 12% | x | 18%[20 µM] | 4.3 | 47 | 3% | x | -0.1% | -24%
Cc1cc(C)c2oc(C(=O)N(Cc3cccs3)C3CCS(=O)(=O)C3)cc(=O)c2c1 (stereo not drawn) | 6.2% | -3% | -0.8% | 5% | 1.1 | 54 | 13% | 2% | 0.4% | -4%
CCc1ccc(C(C)NC(=O)C2(C)CC2(Br)Br)cc1 (stereo not drawn) | -2.0% | -2% | -0.2% | 2% | -0.7 | 69 | 8% | 4% | -0.2% | 6%
CC1=C(C(=O)Nc2ccc(C(=O)N3CCN(c4cccc(Cl)c4)CC3)cc2)SCCO1 | 3.1% | 20% | 0.1% | 9% | 2.8 | 49 | 1% | -14% | 0.2% | 4%
CCOC(=O)/C=c1\s/c(=C(\C#N)C(=O)OCC)n(-c2ccccc2)c1=O | 8.1% | -4% | 0.7% | -10% | 2.2 | 52 | -7% | 12% | 0.1% | -11%
CCN1CCN(Cc2ccc(NC(=O)c3cc(NC(=O)c4cc(-c5ccc(OC)cc5)n[nH]4)cc(OC)c3)cc2C(F)(F)F)CC1 | -1.3% | 22% | 2.9% | 20% | 0.7 | 86 | 10% | 12% | 0.6% | -3%
C/C(=N\NC(=O)c1cc(-c2ccccc2C)nc2ccccc12)c1cccnc1 | 0.4% | -5% | 0.1% | 10% | 0.4 | 53 | -1% | 9% | -0.1% | 4%
CC(C)c1ccc(NC(=O)C2CC3CCC2C3)cc1 (stereo not drawn) | 2.4% | -2% | -1.1% | -23% | 2.5 | 56 | 0% | 14% | 0.4% | -14%
COCC(C)NC(=O)c1cc(-c2ccccc2OC)on1 (stereo not drawn) | -3.2% | -4% | -0.6% | 5% | -0.8 | 49 | 16% | 10% | 0.8% | 7%
Cc1ccc(C(=O)CSc2ccc(-c3ccncc3)nn2)cc1 | 2.3% | 2% | 0.1% | -5% | 2.3 | 56 | 0% | 12% | 0.1% | 1%
O=C(CNC(=O)c1ccccc1F)OC(C(=O)Nc1cc(C(F)(F)F)ccc1Cl)c1ccccc1 (stereo not drawn) | -3.0% | 7% | 0.4% | -38% | -3.4 | 158 | 2% | 6% | 0.0% | 1%
CCOC(=O)c1sc2nccc(N(C)C)c2c1N=CNOC | -1.6% | 10% | 0.0% | -37% | 0.7 | 34 | -5% | 3% | -0.1% | 7%
CC(C(=O)Nc1ccc(F)c(F)c1F)N(C)CC(=O)Nc1ccccc1Br (stereo not drawn) | -0.2% | 0% | 0.1% | 39% | 0.8 | 89 | 7% | 3% | -0.1% | -20%
C/C(=N\NC(=O)Cc1c(C)[nH][nH]c1=O)c1ccc(Cl)c(Cl)c1 | 3.1% | 2% | -0.2% | 5% | -0.6 | 45 | 10% | 2% | -0.1% | -6%
CC(C)c1onc(C(=O)NC2CCCC2)c1[N+](=O)[O-] | -1.5% | -4% | 0.0% | 3% | -1.0 | 88 | 0% | 11% | 0.5% | -4%
CC(C)=CC(=O)Nc1ccccc1Br | -1.5% | 6% | 0.6% | -16% | -0.7 | 58 | 14% | 2% | -0.1% | -7%
O=C(c1cc2ccccn2n1)N1CCCC1 | -0.1% | 4% | x | 8% | x | x | 8% | x | 0.7% | -9%
COCc1c(C(=O)N/N=C(\C)c2ccc(Cl)s2)nnn1-c1nonc1N | -2.7% | -7% | 0.2% | 7% | -0.3 | 51 | 18% | 8% | 0.4% | 3%
COc1cc(/C=N/OCC(=O)NC23CC4CC(CC(C4)C2)C3)ccc1OCc1ccccc1 | -5.9% | -2% | 2.2% | -10% | 4.8 | 66 | 39% | 3% | -0.2% | -21%
CCc1c(C)c(C#N)c2nc3ccccc3n2c1NC | -0.7% | -2% | 0.2% | -20% | -0.3 | 79 | 5% | 3% | 0.0% | 8%
O=C(NCc1ccc(OC(F)(F)F)cc1)C1CC(c2ccccc2C(F)(F)F)=NO1 (stereo not drawn) | 10% | 2% | 0.0% | -14% | 7.0 | 71 | -7% | 12% | -0.1% | -10%
O=C(NCCc1ccc(Cl)cc1)C1CCC(=O)N1Cc1ccccc1Cl (stereo not drawn) | 2.8% | 0% | 4.0% | -18% | -1.3 | 78 | -9% | 2% | -0.2% | 0%
CCOC(=O)c1cnn(-c2ccc(Cl)cc2)c1C1CCN(C(=O)OC(C)(C)C)CC1 | 11% | 8% | 0.3% | -15% | 1.8 | 91 | 0% | 7% | -0.1% | -12%
COc1ccc2oc(=O)c(C(=O)N3CCN(c4ccc(F)cc4)CC3)cc2c1 | -2.0% | -4% | 0.4% | -35% | -0.2 | 64 | 4% | 2% | 0.4% | -32%
COc1ccc(C2CC(c3ccc(Br)cc3)=NN2C(=O)CN2CCCC2)cc1 (stereo not drawn) | -0.8% | 3% | 0.3% | 10% | 1.4 | 41 | -2% | 6% | -0.2% | -12%
COc1cc(/C=C(\C#N)C(=O)NC(C)C)cc(Cl)c1O | -1.8% | -4% | -0.3% | 9% | 3.6 | 63 | -9% | 10% | 0.6% | -34%
COc1ccccc1CNC(=O)C1CCCC1 | 8.4% | 10% | 0.2% | -22% | -0.8 | 52 | 8% | 6% | 0.3% | -16%
COC(=O)[C@H](CCSC)NC(=O)NCCC1=CCCCC1 | 4.3% | -4% | -1.8% | 7% | 0.4 | 65 | 8% | -1% | -0.1% | -32%
Cc1cccc(-c2noc(CN(C(=O)c3ccc(Br)o3)C(C)C)n2)c1 | -1.6% | 6% | 0.1% | 6% | -0.3 | 37 | -11% | 13% | 0.2% | 4%
CCn1cc(C(=O)NCc2cccs2)c(=O)c2ccc(C)nc21 | -3.1% | 9% | 0.5% | 7% | 0.3 | 65 | 4% | 4% | -0.1% | -12%
C/C(=N\NC(=S)NC(C)C)c1ccccc1 | 0.7% | -7% | 0.2% | -7% | 2.3 | 65 | 1% | 10% | 0.0% | -6%
CC(O)c1nc2ccccc2n1Cc1ccc([N+](=O)[O-])cc1 (stereo not drawn) | 3.1% | -17% | 3.6% | 23% | -0.8 | 42 | -12% | 2% | -0.2% | -20%
CC(=O)COc1ccc2c(C)c(-c3ccccc3)c(=O)oc2c1 | -3.7% | -4% | 0.1% | -9% | 2.2 | 54 | 3% | 0% | 0.1% | -64%
CC(C)N1C(=O)CCC1C(=O)N1CCC(Cc2ccccc2)CC1 (stereo not drawn) | 5.4% | -10% | 0.2% | -19% | -1.6 | 75 | 5% | -4% | -0.2% | -27%
O=c1[nH]c2cccnc2n1-c1ccc([N+](=O)[O-])cc1 | 5.5% | 10% | -0.2%[50 µM] | 1% | 2.2 | 60 | 2% | 0% | -0.1% | -1%
Fc1cccc(F)c1-n1c(CN2CCOCC2)csc1=S | -1.1% | -13% | 0.3% | -9% | -0.4 | 90 | 0% | 9% | -0.1% | -6%
CC(=O)Nc1ccccc1NC(=O)C/C(C)=N/NC(=O)c1ccccn1 | x | 7% | 0.1% | -54%[20 µM] | -0.5 | 81 | -17% | 10% | -0.2% | -1%
CCNC(=S)Nc1ccc2ncoc2c1 | -2.7% | -2% | 0.0% | 13%[20 µM] | 0.4 | 60 | -5% | 5% | -0.1% | -7%
O=[N+]([O-])c1cc(-c2nc(-c3ccncc3)no2)ccc1Cl | -0.8% | -2% | -3.8% | 35% | 3.3 | 58 | 10% | 1% | 0.0% | 45%
O=C(c1ccco1)N1CCN(C(c2ccccc2F)c2nnnn2CC2CCCO2)CC1 (stereo not drawn) | 1.8% | -2% | 0.4% | -11% | -1.0 | 54 | -2% | 1% | 0.3% | -3%
CN(C(=O)CCN1C(=O)C2C3C=CC(C3)C2C1=O)c1ccccc1 (stereo not drawn) | x | -4% | -0.2% | -28%[20 µM] | 0.6 | 88 | 18% | 10% | -0.1% | -23%
CCOc1cc(/C=N/NC(=O)COc2nc(C)cc(COC)c2C#N)ccc1O | -1.3% | 22% | 0.1% | -5% | -0.1 | 87 | 4% | 17% | 0.0% | -10%
CCOC(=O)c1c(C)[nH]c(C)c1C(=O)COc1ncnc2cc([N+](=O)[O-])ccc12 | -6.2% | 16% | 0.0% | -7% | 0.1 | 67 | 2% | 4% | 0.1% | -20%
Clc1ccc(Oc2nc(Oc3ccc(Cl)cc3)nc(N3CCOCC3)n2)cc1 | 4.5% | -16% | 3.4% | -12% | 5.6 | 66 | 23% | 7% | -0.1% | 8%
CN(C)c1nc(NC(C)(C)C)nc(NC(C)(C)C)n1 | -2.1% | -14% | 0.5% | -27% | 8.4 | 64 | 22% | 2% | -0.5% | -12%
CN(C)S(=O)(=O)Oc1ccc(Cl)cc1C(=O)Nc1ccc(F)cc1F | -0.6% | -1% | 0.2% | -24% | 0.7 | 40 | 0% | 1% | 0.1% | 22%
COc1ccc(C)c2sc(NC(=O)CCS(=O)(=O)c3ccccc3)nc12 | 0.9% | -2% | -0.2% | -4% | 8.8 | 61 | 5% | 1% | -0.1% | 47%

Some entries already given, showing only KOR beta-arrestin-1, K1F lysis inhibition and GPR35 arrestin U2OS:
SMILES	KOR beta-arrestin-1	K1F lysis inhibition	GPR35 arrestin U2OS
CCOc1cc(/C=N/NC(=O)COc2nc(C)cc(COC)c2C#N)ccc1O	-1.3%	0.1%	22%
CCOC(=O)c1c(C)[nH]c(C)c1C(=O)COc1ncnc2cc([N+](=O)[O-])ccc12	-6.2%	0.0%	16%
